Source: PubChem
D2 ag: D2 dopamine receptor (human) agonism; 340,000 tested, 0.53% active; HEK293 T-REx D2 cells, calcium flux agonist mode; P14416; activation, % at 2 µM;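 active = activation over 3 SD above normal in the single-dose calcium agonist read, cut at about 30% in these data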; also: 0% is about no effect
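Agonism is scored from calcium flux in a force-coupled, inducible HEK293 cell line expressing D2, read kinetically for 180 s after compound addition against dopamine controls.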
D1 agonist: human D1 receptor agonism; P21728; HEK293 T-REx D1 cells, calcium flux, agonist mode; activation, % at 2 µM; 360,000 tested, 1% active; AID 504660; also: 0% is about no effect
Target sequence (P21728 whole entry, looked up): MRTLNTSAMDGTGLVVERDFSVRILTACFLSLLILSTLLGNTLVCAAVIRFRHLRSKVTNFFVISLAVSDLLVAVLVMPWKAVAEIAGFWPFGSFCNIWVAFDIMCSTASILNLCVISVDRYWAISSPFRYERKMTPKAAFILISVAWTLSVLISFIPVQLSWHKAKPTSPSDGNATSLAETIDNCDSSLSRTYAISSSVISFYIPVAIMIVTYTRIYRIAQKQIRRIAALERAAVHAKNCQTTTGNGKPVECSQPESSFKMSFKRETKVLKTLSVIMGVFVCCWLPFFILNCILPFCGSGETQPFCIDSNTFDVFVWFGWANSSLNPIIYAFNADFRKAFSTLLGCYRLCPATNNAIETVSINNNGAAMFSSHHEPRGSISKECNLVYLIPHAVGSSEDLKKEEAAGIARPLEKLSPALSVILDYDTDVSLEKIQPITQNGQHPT
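Agonism was scored from calcium flux recorded over 180 s (1 read/s) after pintool compound addition, following a 10-cycle baseline. Cells were inducible force-coupled HEK293 TREx D1, plated overnight at 30 C and loaded with no-wash calcium dye.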
D2 antagonist: antagonists of human D2 dopamine receptor; HEK293 TREx D2 cells, calcium flux, dopamine EC80; 340,000 tested, 2% active; AID 485344; inhibition, % at 10 µM; in the data active = inhibition above about 30%; also: 0% is about no effect
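Tetracycline-induced HEK293 TREx cells expressing D2 receptor forced-coupled to calcium signalling, loaded with no-wash calcium dye. Compounds added and calcium flux read 180 s, then dopamine added at EC80 and read a further 180 s.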
TRHR ag: activates the human TRH receptor. TRHR cells, calcium flux fluo-8, FDSS agonist mode. activation, % at 2 µM. 360,000 tested, 0.18% active. AID 493084; also: 0% is about no effect
Target sequence (P34981 whole entry, looked up): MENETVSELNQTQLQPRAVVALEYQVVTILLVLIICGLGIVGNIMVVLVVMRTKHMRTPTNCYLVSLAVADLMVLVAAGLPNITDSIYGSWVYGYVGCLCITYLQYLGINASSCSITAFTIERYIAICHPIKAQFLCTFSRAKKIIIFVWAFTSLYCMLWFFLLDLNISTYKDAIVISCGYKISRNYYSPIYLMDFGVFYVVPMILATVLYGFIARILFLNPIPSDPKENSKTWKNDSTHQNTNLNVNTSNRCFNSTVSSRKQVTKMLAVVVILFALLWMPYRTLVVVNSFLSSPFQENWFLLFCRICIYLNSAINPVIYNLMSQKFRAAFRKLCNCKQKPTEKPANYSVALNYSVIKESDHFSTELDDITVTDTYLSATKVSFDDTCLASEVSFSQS
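TRHR-expressing cells, plated overnight in medium with 10% serum, were loaded with fluo-8 calcium dye at room temperature. After a 10 s baseline, library compound was pin-added and calcium release was recorded kinetically (ex 480/em 530) as agonist response.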
D1 potentiator: potentiators of human D1 dopamine receptor | potentiation, % at 10 µM | 360,000 tested, 0.036% active | P21728 | HEK293 TREx D1 cells, calcium flux, dopamine EC20 potentiation; in the data active = potentiation above about 30%; also: 0% is about no effect
D2 potentiator: positively modulates the human D2 dopamine receptor allosterically | AID 485347 | HEK293 T-REx D2, calcium flux, EC20 dopamine potentiation | 340,000 tested, 0.34% active | potentiation, % at 10 µM;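 active = potentiation over 3 SD above the plate norm, cut at about 30% in these data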; also: 0% is about no effect
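Tetracycline-induced Hek293 Trex D2 cells, force-coupled to calcium, loaded with no-wash calcium dye. Compound added with 180 s kinetic read for agonism, then EC20 dopamine and a further 180 s read for potentiation.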
D1 antag: antagonists of human D1 dopamine receptor; HEK293 TREx D1 cells, calcium flux, dopamine EC80; active compounds read low; P21728; activity change, negative = inhibition, % at 10 µM; 360,000 tested, 3.2% active; in the data active = activity change below about -30%; also: % is scaled to controls: 0 for no effect and ±100 for the full control effect
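Allosteric or orthosteric antagonism assessed as attenuation of the calcium response to EC80 dopamine, added 180 s after compound, in induced HEK293 Trex D1 cells loaded with no-wash calcium dye.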
RXFP1 antag: RXFP1 (human) relaxin receptor antagonism; Q9HBX9; HEK293-RXFP1, relaxin-stimulated cAMP HTRF, 30 min; active compounds read low; activity change, negative = inhibition, % at 57.5 µM; 350,000 tested, 0.59% active;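 active = activity change of -60% or lower, but not beyond a set lower limit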; also: % is scaled to controls: 0 for no effect and ±100 for the full control effect
TRHR PAM: allosteric enhancers of human TRH receptor; TRHR cells, fluo-8 calcium fluorescence, EC20 TRH enhancement; 360,000 tested, 0.66% active; enhancement, % at 2 µM; in the data active = enhancement above about 30%; also: 0% is about no effect
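TRHR-expressing cells loaded with fluo-8 calcium dye were read kinetically (ex 480/em 530) during compound addition, then stimulated with an EC20 of TRH (10 nM final). Enhancement of the Gq-mediated intracellular calcium response was scored.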
* = called active by the depositor; nt = not tested or not shown. Rule as the data show it, unless noted: active = activation above about 30%; inactive = the rest.

smiles	D2 ag	D1 agonist	D2 antagonist	TRHR ag	D1 potentiator	D2 potentiator	D1 antag	RXFP1 antag	TRHR PAM
O=C(CSc1nnnn1Cc1ccccc1)c1ccccc1F	0.4	1	2	0.0	-3	9	-7	8	4
CCOC(=O)c1c(NC(=O)C2CCN(S(=O)(=O)c3cccs3)CC2)sc(C)c1C	0.2	2	-8	0.2	1	3	-1	-3	0
CCCOC(=O)C1=C(C)NC2=C(C(=O)CCC2)C1c1cccs1 (stereo not drawn)	-2.7	0	-1	0.5	0	-7	-4	5	-2
CCn1ncc(-c2ccnc3cc(C(=O)O)nn23)c1C	-0.8	1	12	-0.5	7	4	11	-11	4
O=C(Cn1nnc2ccccc2c1=O)NCCc1ccccc1	-0.6	0	-1	-0.5	-5	4	2	nt	4
Clc1ccc2oc(-c3ccccc3)cc(=NCCCN3CCOCC3)c2c1	-0.4	1	-4	0.6	0	0	3	-11	4
COc1ccc2c(c1)nc(SCC(=O)C(C)(C)C)n2C	-0.6	-1	9	-0.3	-4	-2	-13	6	-15
Cc1cccc(NC(=O)Cn2ccn(-c3ccc4c(c3)OCCO4)c(=O)c2=O)c1	0.4	0	5	-0.1	-6	3	-5	-5	-3
O=C(c1ccc(CNS(=O)(=O)c2cccc(C(F)(F)F)c2)cc1)N1CCOCC1	-2.6	9	-2	-0.5	-1	13	-4	2	2
CCCCN1CN(S(=O)(=O)c2ccc(OC)cc2)c2nc3ccccc3nc21	0.4	1	11	-0.2	-1	-1	7	-2	2
COc1ccc(NC(=O)CN(Cc2ccccc2)S(C)(=O)=O)cc1OC	-1.7	4	-2	-0.4	16	-1	6	-7	-3
CC(=O)Nc1ccc(N=Cc2ccc(OCc3ccccc3)cc2)cc1	-0.7	3	1	-0.3	1	1	-3	16	12
COc1nc(N2CCCCCC2)nc(N2CCCCCC2)n1	0.4	1	-4	-0.2	7	3	29	-2	2
O=C(CSc1nnc(C2CC2)n1-c1ccccc1)NCCc1ccccc1	0.3	5	5	-0.5	-4	-1	-7	0	-14
COc1cccc2cc(-c3nnc(SCC(=O)Nc4nc(C)cs4)n3C)oc12	-0.3	1	1	-0.6	-9	1	9	-14	6
O=C(Nc1ccc(F)cc1C(F)(F)F)C1CCN(c2ncccn2)CC1	0.0	3	nt	0.1	4	nt	-6	nt	6
O=C(COC(=O)c1cnccn1)c1ccc(Cl)c([N+](=O)[O-])c1	0.8	-1	2	0.1	-7	0	-29	-15	-3
O=C(c1ccc(=O)[nH]n1)N1CCN(S(=O)(=O)c2ccc3ccccc3c2)CC1	nt	9	nt	-0.3	-5	nt	-29	-27	-5
CN(C)C(=O)CSc1nnc(Cc2ccc3c(c2)OCO3)o1	0.2	1	-10	0.3	1	-23	3	8	-1
O=C(CN(CCO)c1ccccc1)NC12CC3CC(CC(C3)C1)C2	0.8	2	-6	0.6	-1	-10	-2	-6	-1
N=c1sccn1CC(=O)Nc1ccc(Cl)cc1[N+](=O)[O-]	-0.2	3	13	0.0	1	-5	-4	-4	-3
O=c1[nH]cnc2scc(-c3ccc(-c4ccccc4)cc3)c12	-0.1	2	-2	0.2	-3	-5	-6	-15	1
Cc1noc(C)c1CCC(=O)N1CCCC(CO)(Cc2ccccc2)C1 (stereo not drawn)	-0.4	1	7	-0.1	6	-3	19	11	2
O=C(NCc1ccco1)C1CCCN(S(=O)(=O)c2cccc3cccnc23)C1 (stereo not drawn)	0.5	2	-1	0.4	1	-6	-6	-12	0
CC1(OC(=O)C2CCCC2)C(=O)C=C2C=C3CCCCN3C=C2C1=O (stereo not drawn)	-0.3	1	11	0.2	-3	10	-1	nt	0
CCSc1nnc(SCC(=O)NNC(=O)c2ccccc2F)s1	-0.1	2	-1	-0.5	3	-9	-2	-13	4
NS(=O)(=O)c1ccc(CNC(=O)C(Cc2ccccc2)NS(=O)(=O)c2ccccc2F)cc1 (stereo not drawn)	-1.1	1	-1	-0.9	-6	3	3	3	-3
Nc1nc(-c2ccc(C(=O)O)cc2)cs1	3.6	3	2	0.4	4	8	7	3	4
CC(NC(=S)Nc1ccccc1C(F)(F)F)C1CC2CCC1C2 (stereo not drawn)	1.6	9	-3	-0.5	-2	-2	3	-25	-2
COc1ccc(S(=O)(=O)N2CCC(C(=O)N3CCCC3)CC2)cc1C	-0.7	7	8	-1.8	-3	16	-15	12	-3

3 compounds already listed, sorted by the value under D2 antagonist, lowest first:
| molecule | D1 agonist | D2 antagonist | TRHR ag | D1 potentiator | D2 potentiator | D1 antag | RXFP1 antag | TRHR PAM |
| --- | --- | --- | --- | --- | --- | --- | --- | --- |
| CC(NC(=S)Nc1ccccc1C(F)(F)F)C1CC2CCC1C2 (stereo not drawn) | 9 | -3 | -0.5 | -2 | -2 | 3 | -25 | -2 |
| Nc1nc(-c2ccc(C(=O)O)cc2)cs1 | 3 | 2 | 0.4 | 4 | 8 | 7 | 3 | 4 |
| CC1(OC(=O)C2CCCC2)C(=O)C=C2C=C3CCCCN3C=C2C1=O (stereo not drawn) | 1 | 11 | 0.2 | -3 | 10 | -1 | nt | 0 |

2 entries drawn at random from those above, as already listed:
smiles	D2 ag	D1 agonist	D2 antagonist	TRHR ag	D1 potentiator	D2 potentiator	D1 antag	RXFP1 antag	TRHR PAM
CCCCN1CN(S(=O)(=O)c2ccc(OC)cc2)c2nc3ccccc3nc21	0.4	1	11	-0.2	-1	-1	7	-2	2
CCSc1nnc(SCC(=O)NNC(=O)c2ccccc2F)s1	-0.1	2	-1	-0.5	3	-9	-2	-13	4

The list goes on.
smiles	D2 ag	D1 agonist	D2 antagonist	TRHR ag	D1 potentiator	D2 potentiator	D1 antag	RXFP1 antag	TRHR PAM
COc1cccc(S(=O)(=O)N2CCOCC2)c1	0.5	0	20	0.5	2	3	2	-8	-4
CN(C)C(=S)NC1CCS(=O)(=O)C1 (stereo not drawn)	3.0	5	2	0.9	1	-9	6	10	-2
O=C(NC(=S)Nc1ccc2oc(=O)ccc2c1)c1ccccc1F	-0.4	0	-21	0.4	-2	-4	5	-12	-1
CC(=O)c1ccc(NC(=O)C[n+]2ccc(N(C)C)cc2)cc1	0.2	4	3	0.4	-6	-5	-3	5	8
Cn1c(O)c(N=NC(=O)Cn2c(C(F)(F)F)nc3ccccc32)c2ccccc21	0.4	3	3	-0.1	-1	10	6	-6	3
COc1ccc(S(=O)(=O)n2nc(C)c(S(=O)(=O)N3CCC(C)CC3)c2C)cc1OC	0.6	6	nt	0.0	1	9	-4	nt	2
CC(C)N(NC(=O)c1cccc2ccccc12)C(C)C	-0.3	0	-11	-0.1	-3	-5	1	9	3
c1ccc(Cc2ccc(OCCCNC3CCCC3)cc2)cc1	1.8	56*	-1	3.4	2	-1	-23	nt	4
Cc1ccccc1NC(=O)CSc1nc(N)c(C#N)c(-c2cccs2)c1C#N	0.1	7	-17	1.7	0	-2	-9	3	1
Cc1nc(-c2cccc(C(F)(F)F)c2)sc1C(=O)O	-0.4	0	4	0.3	1	-3	10	-3	1
CCOC(=O)c1c(S(=O)(=O)NCC(=O)Nc2ccccc2OC)c(C)n(C)c1C	0.6	1	-4	0.0	-9	-1	11	-13	4
COc1ccc(CCN2C(=O)c3[nH]nc(-c4ccccc4O)c3C2c2ccccc2)cc1 (stereo not drawn)	-0.1	-2	nt	0.0	1	13	15	-39	6
CCN(CC)c1nc(-c2ccccc2)cc(C(F)(F)F)c1C#N	-0.2	6	8	0.3	-4	19	-73*	-7	-3
NS(=O)(=O)c1ccc(Cl)c(C(=O)Nc2ccccc2[N+](=O)[O-])c1	0.3	1	-2	2.1	-4	4	4	13	-2
COCCNc1nc2c(c(=O)n(C)c(=O)n2C)n1Cc1cccc(C(F)(F)F)c1	-0.4	-1	-3	-0.6	-2	13	-25	-15	-2

Some values from the results shown:
D2 ag, COc1ccc(S(=O)(=O)n2nc(C)c(S(=O)(=O)N3CCC(C)CC3)c2C)cc1OC reads 0.6
RXFP1 antag, CC(C)N(NC(=O)c1cccc2ccccc12)C(C)C reads 9
D2 antagonist, COCCNc1nc2c(c(=O)n(C)c(=O)n2C)n1Cc1cccc(C(F)(F)F)c1 reads -3
D2 antagonist, O=C(NC(=S)Nc1ccc2oc(=O)ccc2c1)c1ccccc1F reads -21

(next part)
smiles	D2 ag	D1 agonist	D2 antagonist	TRHR ag	D1 potentiator	D2 potentiator	D1 antag	RXFP1 antag	TRHR PAM
O=C(COC(=O)COc1ccccc1F)Nc1ccc(Cl)cn1	-0.8	0	5	-0.3	1	0	1	-3	-6
Cc1ccc(C(=O)Nc2cccc(-c3ccc(N4CCOCC4)nn3)c2)cc1	-0.3	2	0	-0.6	-1	-4	13	10	5
O=C(NC1CCCC1)C(c1ccncc1)N(C(=O)c1csnn1)c1ccc(F)cc1 (stereo not drawn)	0.6	1	-5	0.3	nt	-1	5	-1	5
COc1ccccc1NC(=O)CSCc1cc(=O)c2c(C)cc(C)cc2[nH]1	-0.7	2	nt	-0.7	-3	-2	-4	-12	-7
CCOC(=O)CNS(=O)(=O)c1cc(-c2nnc(Nc3ccc4c(c3)OCO4)c3ccccc23)ccc1C	-1.2	4	2	-1.0	-5	-11	-21	-3	-6
c1ccc(CN2OCC3Cn4c(nc5ccccc54)C32)cc1 (stereo not drawn)	0.2	2	-7	-0.3	-3	-6	33	nt	-2
CS(=O)(=O)N1CCN(C(=O)c2ccncc2)CC1	-0.1	2	3	0.1	4	5	-9	5	-1
Cc1ccc(NCC(=O)N/N=C/c2ccc(OC(=O)c3ccco3)cc2)cc1	0.1	1	-5	-0.5	5	0	-4	-6	-7
O=C(CCc1ccccc1)NCc1cccnc1	-0.3	0	7	-0.4	-11	-6	2	3	1
Cc1ccc(N(CC(=O)NCCSc2ccccc2)S(=O)(=O)c2ccc(F)cc2)cc1	2.9	19	nt	3.4	-2	-5	-31*	-36	-9
CC(NCC(O)COC1CCC(C(C)(C)C)CC1)c1ccccc1 (stereo not drawn)	0.5	112*	10	0.9	25	nt	0	-13	14
O=C(NCc1ccco1)c1cccc(NC(=O)c2ccco2)c1	0.2	1	-15	0.6	-9	-3	3	9	23
OCCCNC(=S)Nc1ccc(Br)cc1Cl	-1.4	2	0	-0.9	-7	-12	-12	-1	7
O=C(CCn1c(=O)oc2ccccc21)NCc1ccco1	0.1	4	8	0.7	-12	2	-16	2	1
CC(=O)c1ccc(NC(=O)C2CCCN(S(=O)(=O)c3c(C)[nH]c(=O)[nH]c3=O)C2)cc1 (stereo not drawn)	0.9	0	-3	0.5	-6	1	0	4	-1
CN(Cc1c(C(=O)N/N=C/c2c(F)cccc2Cl)nnn1-c1nonc1N)c1ccccc1	1.4	5	-1	1.1	5	27	12	6	5
CCn1c(=O)n(CC2CCC(C(=O)NC(C)C)CC2)c(=O)c2sccc21 (stereo not drawn)	0.8	1	nt	0.2	0	-6	2	-8	-7
COc1ccc(-c2noc(N3CCC(C(=O)NCCCN4CCCCC4)CC3)n2)cc1	-0.5	2	17	0.0	-8	10	-3	1	1
CC1CCN(C(=O)CN2C(=O)C(=O)c3ccccc32)CC1	nt	7	nt	0.1	nt	nt	-12	nt	-2
CCN1CCCC1CNC(=O)CN(C)S(=O)(=O)c1ccc(Cl)cc1 (stereo not drawn)	0.6	1	13	-1.0	-4	1	0	4	-4
N#Cc1c(NC(=O)CSc2ncn[nH]2)sc2c1CCCC2	0.0	5	-4	-0.2	-9	-10	-2	8	-5
Cc1ccc(Sc2c(C)nn(C(=O)COc3ccccc3Br)c2C)cc1	nt	17	nt	-2.0	-4	16	-1	nt	5

Rows are unselected; 7.3% or so of the library scored in one or more.
